BAZ2B inh – inhibitors of human BAZ2B bromodomain; Potency, µM (titrated, usually from 114 µM), inactives show at the highest dose activity change, negative = inhibition, most hits filed as inhibitors; AlphaScreen BAZ2B-H3K14Ac peptide displacement; Q9UIF8; AID 504333; 360,000 compounds, 4.4% hits; also: potency is read from the fitted curve at half-maximal effect; % is scaled to controls: 0 for no effect and ±100 for the full control effect; nearly all actives have a fitted effect of over 60% in size
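AlphaScreen displacement: compounds (up to 110uM) incubated 30 min at room temperature with a preformed 50 nM BAZ2B/50 nM biotinylated H3K14Ac peptide complex in PBS pH 7.4 with Tween-20. Donor and acceptor beads at 10 ug/mL final added, 20 min light-protected before reading.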
RGS4 inhibitor – human RGS4 inhibition; 390,000 compounds, 0.039% hits; P49798; Potency, µM (highest dose often 114 µM), for inactives: at the top dose activity change, negative = inhibition, actives largely listed as inhibitors; AID 504845; Transcreener GDP fluorescence polarization, RGS4-accelerated GTP hydrolysis; also: potency is read from the fitted curve at half-maximal effect; % is scaled to controls: 0 for no effect and ±100 for the full control effect; nearly all actives have a fitted effect of over 75% in size; some results filed as inactive show a strong effect at the top dose
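MLSMR compounds (23 nl, pin-transferred) preincubated 10 min at room temperature with a 500nM (2x) first reagent, then RGS4 at 900nM (2x) plus Transcreener GDP mix added; fluorescence polarization (620/688 nm) read before and after 90 min at 30 °C.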
12-LOX inh – inhibitors of human 12S-lipoxygenase ALOX12. purified 12hLO, xylenol orange hydroperoxide absorbance. Potency, µM (top dose mostly 108 µM), for the others: at the highest dose activity change, negative = inhibition, usual class: inhibitors. 580,000 compounds, 1.1% hits; also: potency is read from the fitted curve at half-maximal effect; % is scaled to controls: 0 for no effect and ±100 for the full control effect
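Purified human 12hLO at 150 nM in 25 mM Hepes, 0.01% Triton X-100, pH 7.0, preincubated 15 min at room temperature with compound. Reaction started with 40 uM arachidonic acid, 30 min at room temperature. Hydroperoxide measured by Fe-xylenol orange, 573/405 nm absorbance ratio.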
HP1b chromo inh – HP1-beta chromodomain-methylated histone interaction inhibition; P83916; AlphaScreen HP1-beta / biotin-H3K9me3 peptide binding; Potency, µM (series often up to 114 µM), without a hit: at the top dose activity change, negative = inhibition, most hits filed as inhibitors; 390,000 compounds, 0.56% hits; AID 540317; also: potency is read from the fitted curve at half-maximal effect; nearly all actives have a fitted effect of over 70% in size; inactives centre near 23
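AlphaScreen: HP1-beta (50 nM) preformed 30 min with biotin-H3(1-18)K9me3 peptide (50 nM) in PBS pH 7.4, 0.01% Tween-20. Compound added for 30 min at RT, then streptavidin donor/nickel chelate acceptor beads (10 ug/mL) for 30 min.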
PI4K2A inh – inhibitors of human PI4K2A; Q9BTU6; activity change, negative = inhibition, % at 76.9 µM; purified PI4K2A, ADP-Glo luminescence, 1 h; stronger effect = lower value; 420,000 compounds, 0.13% hits; in the data active = activity change below about -50%; inconclusive = mostly about -30% to -49%;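 also: -100% = wells without enzyme as full effect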
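ADP-Glo luminescence measured ADP generated by PI4K2A enzyme (4 ug/mL before mixing) with 1.2 mM PI substrate (pre-mix) and 300 microM ATP (pre-mix). Tris pH7.5 buffer with MgCl2, Triton X-100; 1 h reaction at ambient temperature.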
G9a inh – blocks human histone lysine methyltransferase G9a | 350,000 compounds, 8.8% hits | Q96KQ7 | AID 504332 | G9a H3K9 monomethylation, AlphaScreen, 2 h | Potency, µM (top dose mostly 102 µM), for inactives: at the top dose activity, negative = inhibition, hits mostly inhibitors; also: potency is read from the fitted curve at half-maximal effect; % is scaled to controls: 0 for no effect and ±100 for the full control effect; nearly all actives have a fitted effect of over 75% in size
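G9a (20 nM) preincubated 15 min RT with compounds, then 500 nM biotinylated H3K9 peptide and 20 uM SAM added; 2 h RT reaction. Monomethyl-H3K9 product detected by AlphaScreen with anti-H3K9me1 antibody, streptavidin donor and anti-rabbit IgG acceptor beads.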
GLS inh – blocks human kidney-isoform glutaminase activity | O94925 | GLS enzymatic activity, qHTS titration | Potency, µM (doses to about 45.5 µM), for the others: at the top dose activity change, negative = inhibition, hits mostly inhibitors | 410,000 compounds, 0.21% hits; also: potency is read from the fitted curve at half-maximal effect; % is scaled to controls: 0 for no effect and ±100 for the full control effect
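Assay buffer: 45 mM KH2PO4 pH 8.2, 0.02% Tween-20. hKGA acts on L-glutamine (1 mM solution added); product glutamate is reported by an oxidase/peroxidase Amplex Red coupling, with fluorescence taken at baseline and 30 min.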
JMJD2A Tudor inh – inhibitors of human JMJD2A Tudor domain. O75164. AID 504339. 390,000 compounds, 4.4% hits. Potency, µM (top dose mostly 114 µM), for the others: at the highest dose activity change, negative = inhibition, usual class: inhibitors. AlphaScreen JMJD2A-Tudor / H3K4me3 peptide binding; also: potency is read from the fitted curve at half-maximal effect; % is scaled to controls: 0 for no effect and ±100 for the full control effect; nearly all actives have a fitted effect of over 50% in size
Target sequence (O75164 whole entry, looked up, the tested form may be a part): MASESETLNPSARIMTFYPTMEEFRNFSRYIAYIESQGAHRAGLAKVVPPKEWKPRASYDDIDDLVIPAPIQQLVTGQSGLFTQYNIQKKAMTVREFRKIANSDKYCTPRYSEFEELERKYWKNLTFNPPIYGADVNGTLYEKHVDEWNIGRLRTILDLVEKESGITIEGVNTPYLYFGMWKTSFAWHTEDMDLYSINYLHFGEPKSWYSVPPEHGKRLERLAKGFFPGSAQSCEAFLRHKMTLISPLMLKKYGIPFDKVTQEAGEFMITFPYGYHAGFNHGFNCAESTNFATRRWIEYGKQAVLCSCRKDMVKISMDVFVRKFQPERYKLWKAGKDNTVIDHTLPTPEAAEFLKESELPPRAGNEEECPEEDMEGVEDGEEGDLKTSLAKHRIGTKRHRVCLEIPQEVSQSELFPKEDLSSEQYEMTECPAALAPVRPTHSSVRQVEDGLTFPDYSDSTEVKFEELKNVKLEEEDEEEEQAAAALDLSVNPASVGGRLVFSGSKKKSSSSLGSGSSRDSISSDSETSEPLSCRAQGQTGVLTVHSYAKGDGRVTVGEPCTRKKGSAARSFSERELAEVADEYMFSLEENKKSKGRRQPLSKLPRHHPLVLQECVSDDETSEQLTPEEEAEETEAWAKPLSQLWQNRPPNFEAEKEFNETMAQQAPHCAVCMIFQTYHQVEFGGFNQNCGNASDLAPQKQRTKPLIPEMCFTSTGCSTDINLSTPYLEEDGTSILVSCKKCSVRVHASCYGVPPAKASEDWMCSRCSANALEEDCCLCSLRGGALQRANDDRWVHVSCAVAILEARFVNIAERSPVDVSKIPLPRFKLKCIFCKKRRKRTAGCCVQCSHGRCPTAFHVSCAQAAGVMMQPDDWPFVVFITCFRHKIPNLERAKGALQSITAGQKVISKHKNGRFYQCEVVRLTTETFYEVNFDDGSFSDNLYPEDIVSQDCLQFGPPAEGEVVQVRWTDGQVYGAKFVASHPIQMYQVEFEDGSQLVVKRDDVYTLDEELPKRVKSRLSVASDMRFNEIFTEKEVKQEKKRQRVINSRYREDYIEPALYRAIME
ERG Ets-DNA blk – inhibitors of human ERG Ets domain-DNA interaction; Potency, µM (highest dose often 76.9 µM), inactives show at the top dose FP activity, negative = inhibition, most hits filed as inhibitors; 370,000 compounds, 0.028% hits; AID 624246; fluorescence polarization, His-ERG Ets domain / labelled DNA; P11308; active = well fitted inhibition curve with a large enough effect in the polarisation, with a control signal flat; inconclusive = small, poorly fitted or top-dose-only effect, or effect the other way, or a change in a side signal; inactive = no such curve, though single readings can be large or run the other way; the % refers to the polarisation;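 also: polarization taken with two DNA probes labelled with fluorescein and Texas red; potency is read from the fitted curve at half-maximal effect; % of control where 0% means no effect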
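His-tagged ERG Ets domain (1 uM in the protein solution; 300mM KCl, 50mM Tris-HCl, 1mM EDTA, 1mM DTT, pH 7.5) received compound, then a probe mix of 5 nM fluorescein-DNA and 100nM Texas-615-DNA. Fluorescence polarization was read for both dyes.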
The depositor's hits bear a star; i = inactive; u = inconclusive; x = not tested or not shown; & = joins results of further samples; [ ] = dose if it differs, or a comment. Unless noted, calls follow the shape of the dose curve; as a rule, active = well fitted curve in the direction sought with a large enough effect; inconclusive = small, poorly fitted or top-dose-only effect, or another doubt; inactive = no such curve, though single readings can be large; an effect the other way counts as inactive or inconclusive.

SMILES	BAZ2B inh	RGS4 inhibitor	12-LOX inh	HP1b chromo inh	PI4K2A inh	G9a inh	GLS inh	JMJD2A Tudor inh	ERG Ets-DNA blk
COC(=O)c1ccc(COc2ccc(C#N)cc2)o1	12%	-27%	22%	38%	-5	10%	-19%	5%	3%
O=C(CSc1nnc(-c2ccncc2)n1Cc1ccccc1)Nc1nccs1	15%[57.1 µM]	-2%	u	1%	1	-17%[12.7 µM]	-4%	89µM*	-2%
COC(=O)Nc1ccc(S(=O)(=O)Nc2ccc(O)cc2)cc1	1%	-16%	-15%	33%	-1	18%[59 µM]	36%[activator]	-13%	x
Cc1oc2c(C)c(O)ccc2c(=O)c1-c1ccc2ccccc2n1	8%	6%	-20%	24%	-6	-12%[0.0925 µM]	5%	3%	-12%
N=C1c2ccccc2CN1NC(=O)CC12CC3CC(CC(C3)C1)C2	-2%	8%	-3%	24%	6	-10%	2%	-16%	-2%
O=S(=O)(c1cccc(-c2nnc(-c3ccc(Br)cc3)o2)c1)N1CCCCCC1	7%	-8%	0%	12%	24	56%[activator][12.7 µM]	x	-2%	-4%
CCOc1cc(C(=O)NCc2ccccc2)ccc1OCC(=O)N1CCCCC1	-4%	21%	55%[activator]	28%	-2	13%[12.7 µM]	2%	-9%	9%
CC(=O)Nc1sc2c(c1C#N)CCC2	-11%	-22%	5%	33%	-2	-26%	4%	-5%	7%
O=C(N/C(=C\c1ccc([N+](=O)[O-])cc1)C(=O)N1CCCCC1)c1ccc(Br)o1	-18%	13%	i	9%	-3	12%	4%	-15%	17%
CCOC(=O)/C=C1\CC(C(=O)OCC)Oc2c(OC)cccc21 (stereo unspecified)	x	u	u	22%	-9	32µM*	-19%	u	-2%
Cc1ccc(OCC(=O)NC2=NCCS2)cc1	-6%	-32%	-2%	u	-5	x	11%	-17%	2%
CCN1CCc2c(sc(-n3cccc3)c2C(CCC(C)C)NC(=O)NCCC(=O)OC)C1 (stereo unspecified)	-17%	-6%	-5%	4%	2	u	u	u	16%
CC(=O)Nc1ccc(C(=O)NCCc2ccccc2)cc1	-8%	17%	-12%	6%	3	12%[59 µM]	0%	-9%	10%
Cc1c(C(C)(C)C)c(C=S)n2ccccc12	-38%	-45%	u	u	-2	4µM*	3%	50µM*	-16%
COc1ccc(CN(C(=O)c2cc3ccccc3oc2=O)C2CCS(=O)(=O)C2)cc1 (stereo unspecified)	-3%&0%	-14%&-8%	17%&0%&-1%	34%&34%	4&-3	4%&17%[59 µM]	-9%&-2%	6%&7%	20%&0%
O=C(O)c1ccccc1CSC1=NCCS1	-24%	-25%[56.9 µM]	3%	4%	-2	-30%	18%	5%	-3%
Cc1ccc(NS(=O)(=O)c2cc(NC(=O)c3ccc4c(c3)NC(=O)CS4)ccc2Cl)c(C)c1	-38%	-29%	u	u	1	2.8µM*	2%	-35%	-5%
O=C(N/N=C/c1cccc2ccccc12)c1cccnc1	-4%	2%	11µM*	20%	4	1%	-3%	-15%	17%
COc1cc(N)c(Cl)cc1C(=O)OCC(=O)NCC1CCCO1 (stereo unspecified)	x	11%	-1%	19%	0	x	-12%	-9%	10%
O=C(NCC1CCCO1)c1ccc2c(=O)n(CCc3ccccc3)c(=O)[nH]c2c1 (stereo unspecified)	-5%	21%	0%	21%	1	17%[2.33 µM]	-21%	-12%	-11%
O=C(COC(=O)/C=C/c1cccc(Br)c1)NC1CCCCC1	-20%	6%	-17%	16%	0	-4%[12.7 µM]	1%	-6%	100%[activator]
Cc1sc2nc(SCC(=O)NCCOCCO)n(C)c(=O)c2c1C	9%	-7%	-23%	11%	-3	-39%	-7%	-13%	-7%
CC(=O)Nc1ccc(C(=S)NCCCO)cc1	x	u	-16%	-2%	0	u	21%	-23%	5%
COc1ccc(CC(=O)Nc2c3c(nn2-c2cccc(C)c2C)CS(=O)C3)cc1OC (stereo unspecified)	6%	-24%	6%	7%	-1	3%	2%	-14%	-4%
CCOC(=O)C1CCN(Cc2ccccc2C)CC1	56µM*	4%	7%	17%	0	u	28%	-5%	x
CC1CCN(C(=O)C2CCN(S(=O)(=O)c3ccc4c(c3)CC(C)N4C(=O)C3CC3)CC2)CC1 (stereo unspecified)	-11%	31%	-2%	12%	-22	19%[59 µM]	6%	-8%	6%
CCC(C)c1ccc(S(=O)(=O)N2CC(=O)Nc3ccccc32)cc1 (stereo unspecified)	4%	-22%	13%	33%	3	20%[59 µM]	-1%	-3%	-6%
Cc1oc(-c2ccc(Cl)cc2)nc1CS(=O)CC(=O)NCCc1ccccc1 (stereo unspecified)	-13%	1%	-20%	20%	-1	6%[59 µM]	-11%	-27%	3%
Cc1ccc(CNC(=O)CO/N=C/c2ccc3c(c2)OCO3)cc1	7%	-7%[11.4 µM]	1%	-3%	2	21%[59 µM]	6%	-21%	-4%
S=C(NC1CCCCC1)N1CCN(C/C=C/c2ccccc2)CC1	u	-3%	-17%	-13%	12	-43%[59 µM]	0%	-33%	5%
COc1ccc2c(c1)c(=O)c(C(=O)c1ccc(Cl)cc1)cn2CC(=O)Nc1ccc2c(c1)OCO2	-5%	4%	0%	46%[activator]	0	1%[59 µM]	-9%	-11%	-2%
CN(C)S(=O)(=O)c1ccc(N2CCCC2)c(C(=O)Nc2nc3c(ccc4ccccc43)s2)c1	-14%	-53%	-24%	12%	-5	u	8%	-23%	21%
CCOC(=O)C1=C(C)NC(=O)NC1c1ccc(Br)o1 (stereo unspecified)	-15%	-14%	2%	27%	1	-3%[59 µM]	-7%	-7%	5%
Oc1c(Br)cc(Br)cc1CNc1nccs1	-1%	1%	-38%	31%	-7	3%	6%	7%	-20%
CN1C(=O)c2ccc(C(=O)Nc3cccnc3)cc2C1=O	-1%	-14%	2%	53%[activator]	6	3%	-6%	-11%	4%
O=C1CC(c2nc(-c3ccccc3)no2)CN1c1ccc2c(c1)OCCO2 (stereo unspecified)	-13%	3%	-12%	27%	-5	1%[59 µM]	-2%	-13%	2%
COc1ccc(CC(=O)NCc2cccs2)cc1OC	2%	-12%	-19%	40%[activator]	2	-22%	-17%	9%	-4%
Nc1cc(=O)[nH]c(SCC(=O)Nc2ccc(S(=O)(=O)N3CCCC3)cc2)n1	x	-7%	-3%	22%	-7	x	0%	-13%	1%
CCc1ccccc1NC(=O)[C@H](Cc1ccccc1)N1Cc2ccccc2C1=O	-15%	11%	0%	57%[activator]	1	6%[59 µM]	1%	-1%	-2%
c1csc(-c2cnc3ccccc3n2)c1	32%	0%	0%	31%[activator]	-6	36%[59 µM]	-4%	18%	-7%
COCCn1c(=NC(=O)CCS(=O)(=O)c2ccccc2)sc2cc(C(=O)OC)ccc21	-2%	22%	1%	24%	-1	-5%	-2%	10%	-2%
Cc1cccc(NC(=O)CSc2c3c(nc4ccccc24)CCC3)n1	-5%	-7%	1%	26%	0	16%[59 µM]	5%	-1%	-9%
Cc1cc(C(=O)OCC(=O)Nc2ccc(F)cc2)c(C)o1	6%	-32%	25%[57.4 µM]	25%	-2	8%[12.7 µM]	-6%	-11%	-5%
O=C(c1cc(C2CC2)on1)N1CCN(c2ccccc2)CC1	u	1%	-6%	21%	-7	-31%	11%	-11%	-3%
CCOC(=O)c1cc(-c2ccccc2)nn1CC1CC(c2ccc(Cl)cc2)=NO1 (stereo unspecified)	x	7%	2%	61%[activator]	3	x	0%	-4%	-6%
CCNC(=O)C1CCCN(c2nc(C)cc(C)n2)C1 (stereo unspecified)	-15%	5%	16%	43%[activator]	9	25%	2%	6%	1%
CSCC(=O)Nc1cc(C)on1	2%	12%	-5%	27%	-2	11%[59 µM]	6%	-19%	u
O=C(NC(=O)c1cc([N+](=O)[O-])ccc1Cl)C1=C(N2CCCC2)COC1=O	x	15%	0%	31%	-8	x	-1%	-16%	11%
CCOc1ccccc1NC(=O)Cn1c(=O)n(Cc2nc(C)no2)c(=O)c2ccccc21	-3%	-3%	-7%	68%[activator]	1	u	4%	12%	-14%
CCn1cc(C(=O)Nc2cccc(NC(C)=O)c2)c2cc(OC)c(OC)cc2c1=O	-1%	-13%	0%	28%	3	19%[2.33 µM]	-17%	-6%	-8%

(continued)
SMILES	BAZ2B inh	RGS4 inhibitor	12-LOX inh	HP1b chromo inh	PI4K2A inh	G9a inh	GLS inh	JMJD2A Tudor inh	ERG Ets-DNA blk
O=C(CCNS(=O)(=O)c1ccccc1C(F)(F)F)NCCCN1CCOCC1	x	27%	-29%	11%	-1	x	-8%	-10%	-2%
Cc1ncc([N+](=O)[O-])n1CCOC(=O)c1ccc(Cl)cc1Cl	11%	2%	102%[activator]	-1%	-2	-3%[59 µM]	-1%	-27%	4%
Cc1ccc(CNC(=O)NC23CC4CC(CC(C4)C2)C3)cc1	6%	7%	-17%	37%	-6	6%[59 µM]	2%	-6%	9%
O=C(CCc1ccccc1)NNC(=O)c1ccc(F)cc1	-12%	26%	14%	28%	1	4%	6%	-7%	-8%
COc1ccc(NC(=O)CCN2C(=O)c3cccc([N+](=O)[O-])c3C2=O)cc1	-1%	7%[56.9 µM]	12%	71%[activator]	2	27%	-4%	-10%	-24%

High-throughput results: PubChem, National Center for Advancing Translational Sciences (NCATS)

The list is partial, so the mix of outcomes need not match the whole.
